High-throughput results as filed in PubChem.
V1aR counter – V1a receptor agonism, counter-screen for OXTR agonists; 0.25% of 320,000 active; AID 2797; activation, % at 3 µM; CHO-V1R cells, Fluo-8 calcium fluorescence, agonist mode; 0% DMSO, 100% 3 nM vasopressin; P37288;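 active = activation above the mean activation of all tested compounds plus 3 SD, per screening run, cut at about 20% in these data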;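 note: signal is peak over basal fluorescence ratio across a 100 second FLIPR read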
Target sequence (P37288 whole entry, looked up): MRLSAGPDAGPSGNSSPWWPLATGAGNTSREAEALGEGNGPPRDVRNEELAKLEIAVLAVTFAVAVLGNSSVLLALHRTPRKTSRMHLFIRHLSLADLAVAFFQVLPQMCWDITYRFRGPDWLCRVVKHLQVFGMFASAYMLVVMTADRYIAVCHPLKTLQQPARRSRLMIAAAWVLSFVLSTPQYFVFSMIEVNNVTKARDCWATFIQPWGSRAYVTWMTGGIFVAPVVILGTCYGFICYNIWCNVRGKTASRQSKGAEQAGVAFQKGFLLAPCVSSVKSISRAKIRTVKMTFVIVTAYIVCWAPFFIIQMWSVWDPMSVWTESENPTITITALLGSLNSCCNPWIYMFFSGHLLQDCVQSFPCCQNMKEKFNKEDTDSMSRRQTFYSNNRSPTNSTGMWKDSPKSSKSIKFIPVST
OXTR ag – agonists of human oxytocin receptor. 0.32% of 320,000 active. activation, % at 3 µM. CHO-OTR cells, Fluo-8 calcium fluorescence; normalized: DMSO 0%, oxytocin 100%;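 active = activation above the mean of all tested compounds plus 3 SD, cutoff set per screening run, cut at about 20% in these data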;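 note: peak over basal fluorescence ratio from a 100 s FLIPR kinetic read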
GalR3 antag – blocks the human galanin receptor 3; HEK293 GalR3-CNG cAMP membrane potential fluorescence; galR3 body fused to GalR1 C-terminus; inhibition, % at 3 µM; 0.44% of 360,000 active; AID 651719;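 active = inhibition above the screen-wide average plus 3 SD, cut at about 13% in these data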;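 note: forskolin and galanin both at EC90 stimulate the cells; cAMP rise reported by CNG channel membrane potential dye signal; 0% = forskolin plus galanin with DMSO and 100% = forskolin alone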
Target sequence (O60755 1-299 limits assumed): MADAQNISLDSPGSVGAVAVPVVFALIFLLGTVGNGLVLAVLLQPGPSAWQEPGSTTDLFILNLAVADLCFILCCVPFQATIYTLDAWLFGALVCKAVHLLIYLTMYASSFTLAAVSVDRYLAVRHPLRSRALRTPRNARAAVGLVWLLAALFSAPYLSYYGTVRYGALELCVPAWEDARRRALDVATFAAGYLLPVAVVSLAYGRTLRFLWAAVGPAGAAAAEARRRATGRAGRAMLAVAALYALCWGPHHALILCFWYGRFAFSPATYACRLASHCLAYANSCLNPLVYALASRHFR
* hit, by the source's call. Not all compounds are listed (hit frequency here may not be typical).

`CSc1ccccc1NP1(=O)OCC(C)([N+](=O)[O-])CO1` (configuration not stated) gave GalR3 antag -3.
`N#CC1c2ccccc2-n2nncc2CN1C(=O)CCc1ccccc1` (configuration not stated) gave GalR3 antag -6.
O=C(Nc1ccccc1)N1Cc2cc(Br)ccc2-n2nncc2C1 was read as GalR3 antag -8.
Screening C[C@]12CC[C@@H](O)CC1=CC(=O)C1C2CC[C@]2(C)C(=O)[C@H](O)CC12 (some centres not stated) returned GalR3 antag -7.
Screening O=c1[nH]c2ccccc2n1C1CCN(C(c2cccs2)c2nnnn2-c2ccc3c(c2)OCCO3)CC1 (configuration not stated) returned GalR3 antag -5.
Screening O=C(Nc1cccc2ccccc12)N1Cc2ccccc2-n2nncc2C1 returned GalR3 antag -7.
Screening O=C(NCC1=C(c2ccc3ccccc3c2)C[C@@H]2CC[C@H]1N2Cc1ccco1)c1ccncc1 returned GalR3 antag 1.
`CC1=C(C)CC2(C(=O)NC(=S)NC2=O)C(C)C1` (configuration not stated) gave GalR3 antag -4.
`CNC(=O)C[C@H]1CC[C@@H]2NC[C@H](O)COC[C@H]2O1` gave GalR3 antag -1.
`CCC1(c2ccccc2)C(=O)NC(=S)NC1=O` gave GalR3 antag -3.
For CS(=O)(=O)c1ccc(C2=C(CNC(=O)c3cccs3)[C@H]3CC[C@@H](C2)N3Cc2ccccc2)cc1 the results were GalR3 antag -4.
`O=C(NC1CCCCC1)N1Cc2cc(-c3cccc(F)c3)ccc2-n2nncc2C1` gave GalR3 antag -6.
CS(=O)(=O)c1ccc(C2=C(CNC(=O)c3ccncc3)[C@H]3CC[C@@H](C2)N3Cc2ccco2)cc1 was read as GalR3 antag -4.
For CCCCn1nnnc1C(C1CC1)N1CCC2(CC1)C(=O)NCN2c1ccccc1 (configuration not stated) the results were GalR3 antag -5.
`O=C1NC(=O)C2(CCN(S(=O)(=O)c3ccccc3)CC2)C(=O)N1` gave GalR3 antag -4.

An excerpt from above in order of molecular weight, high to low:
Screening O=c1[nH]c2ccccc2n1C1CCN(C(c2cccs2)c2nnnn2-c2ccc3c(c2)OCCO3)CC1 (configuration not stated) returned GalR3 antag -5.
O=C(Nc1ccccc1)N1Cc2cc(Br)ccc2-n2nncc2C1 was read as GalR3 antag -8.
`CSc1ccccc1NP1(=O)OCC(C)([N+](=O)[O-])CO1` (configuration not stated) gave GalR3 antag -3.

The listing continues.
For Cc1[nH]c2ccccc2c1CN1CCCCC1 the results were GalR3 antag 1.
`CC(C)(O)C1C2OC(=O)C1C1(O)CC3OC34C(=O)OC2C14C` (configuration not stated) gave GalR3 antag 2.
`O=c1[nH]c2ccccc2n1C1CCN(C(c2cc3ccccc3o2)c2nnnn2-c2ccc3c(c2)OCCO3)CC1` (configuration not stated) gave GalR3 antag -1.
`CN(C)Cc1c[nH]c2ccc([N+](=O)[O-])cc12` gave GalR3 antag -4.
Screening CCCC1(CC(C)CC)C(=O)NC(=O)NC1=O (configuration not stated) returned GalR3 antag 0.
C[C@@H]1CN([C@@H](C)CO)C(=O)CCCn2nncc2CO[C@@H]1CN(C)C(=O)Oc1ccccc1 was read as GalR3 antag 0.
Screening CCOC(=O)[C@]12Cc3cc(OC)ccc3[C@H]1N(C)C(=O)c1cc(OC)ccc12 returned GalR3 antag 1.
Screening CN1C2CCC1CC(OC(c1ccccc1)c1ccc(Cl)cc1)C2 (configuration not stated) returned GalR3 antag -8.
For Fc1ccc(NC(=S)N2Cc3ccccc3-n3nncc3C2)cc1 the results were GalR3 antag -5.
For O=S(=O)(c1ccccc1)C1CN1c1c(F)c(F)c(F)c(F)c1F (configuration not stated) the results were GalR3 antag -2.
C=C1C(=O)OC2CC3(C)OC3C3OC3C3=CC(OC3=O)C12 (configuration not stated) was read as GalR3 antag 11.
Screening ClCCN(CCCl)c1ccc(C2=NCCc3ccccc32)cc1 returned GalR3 antag -3.
For COc1cccc(C(c2nnnn2-c2ccc3c(c2)OCCO3)N2CCC(n3c(=O)[nH]c4ccccc43)CC2)c1OC (configuration not stated) the results were GalR3 antag 1.
Screening N#CC12CC(=O)N1Cc1cnnn1-c1ccccc12 (configuration not stated) returned GalR3 antag -7.
For O=C(NCCN1CCC2(CC1)C(=O)NCN2c1ccccc1)c1ccc2ccccc2c1 the results were GalR3 antag -5.
CCOC(=O)c1cc2c(cn1)[C@@H](CCO)NC2 was read as GalR3 antag -4.
`CCOC(=O)C1(c2ccccc2)CCN(CC(=O)c2ccc(NC(C)=O)cc2)CC1` gave GalR3 antag -6.
For O=C(OCc1ccccc1)N1CCC2CC1c1cc(N3Cc4ccccc4-n4nncc4C3)ccc12 (configuration not stated) the results were GalR3 antag -6.
`CCC(c1nnnn1Cc1ccccc1)N1CCC2(CC1)C(=O)NCN2c1ccccc1` (configuration not stated) gave GalR3 antag -8.
`O=C(Cc1c[nH]c2ccccc12)NNCc1ccc(N(CCCl)CCCl)cc1` gave GalR3 antag -6.
C#CC1(O)CCC2C3CCC4=CC(=O)CCC4=C3C=CC21C (configuration not stated) was read as GalR3 antag -6.
Screening Cc1ccccc1C(=O)NCCN1CCC2(CC1)C(=O)NCN2c1ccccc1 returned GalR3 antag -5.
Screening CC1(O)CCC2C3CCC4=CC(=O)CCC4(C)C34OC4CC21C (configuration not stated) returned GalR3 antag -6.
`c1coc(CN2Cc3ccccc3-n3nncc3C2)c1` gave GalR3 antag 1.
For C=C1C(C)C2C(Cc3ccccc3)NC(=O)C23OC(=O)/C=C/C(O)CCCC(C)C/C=C/C3C1O (configuration not stated) the results were GalR3 antag -2.
For COC(=O)C1=C(c2ccc(OCc3ccccc3)cc2)C[C@@H]2CC[C@H]1N2C(=O)NCc1ccc(Cl)cc1 the results were GalR3 antag -7.
`O=[N+]([O-])c1ccc(C(=Nc2ccccc2)N2CC2)cc1` gave GalR3 antag -4.
`CC1=CC2OC3CC4OC(=O)C=CC=CC(C(C)O)OCC(O)C5(C)OC5C(=O)OCC2(CC1O)C4(C)C31CO1` (configuration not stated) gave GalR3 antag -5.
`COC(=O)[C@@H]1N=C(c2ccc(OC)cc2)O[C@]12C(=O)N(C)c1ccc(Cl)cc12` gave GalR3 antag -7.
Screening CC(=O)OC1CCC2(C)C(CCC3C4CC(N5CC5)C(C(C)=O)C4(C)CC(=O)C32)C1 (configuration not stated) returned GalR3 antag -2.

Next part (three carried over from the part before).
`CC1=CC2OC3CC4OC(=O)C=CC=CC(C(C)O)OCC(O)C5(C)OC5C(=O)OCC2(CC1O)C4(C)C31CO1` (configuration not stated) gave GalR3 antag -5.
`COC(=O)[C@@H]1N=C(c2ccc(OC)cc2)O[C@]12C(=O)N(C)c1ccc(Cl)cc12` gave GalR3 antag -7.
Screening CC(=O)OC1CCC2(C)C(CCC3C4CC(N5CC5)C(C(C)=O)C4(C)CC(=O)C32)C1 (configuration not stated) returned GalR3 antag -2.
`COc1ccc2c(c1)NP(=S)(c1ccccc1)N2C` (configuration not stated) gave GalR3 antag -3.
COc1ccc(-n2nnnc2C(c2cc3ccccc3o2)N2CCC(n3c(=O)[nH]c4ccccc43)CC2)cc1 (configuration not stated) was read as GalR3 antag 42*.
Screening Clc1ccc(Cl)c(Cl)c1 returned GalR3 antag -4.
Screening NCC(=O)c1ccccc1 returned GalR3 antag -4.
CC(C)(C)n1nnnc1C(C1CC1)N1CCC(n2c(=O)[nH]c3ccccc32)CC1 (configuration not stated) was read as GalR3 antag -5.
Screening COc1cccc2c1N=C1CCCC3CN(C(C)=O)CCC123 (configuration not stated) returned GalR3 antag -5.
For Cc1cccc(C)c1-n1nnnc1C(c1cccs1)N1CCC2(CC1)C(=O)NCN2c1ccccc1 (configuration not stated) the results were GalR3 antag -5.
For O=c1[nH]c2cc(Cl)ccc2n1C1CCN(Cc2ccc(-c3nc4ccccc4nc3-c3ccccc3)cc2)CC1 the results were GalR3 antag -6.
O=C1NCCCCC1(Cl)Cl was read as GalR3 antag -2.
Screening C[C@@H]1CN([C@@H](C)CO)C(=O)CCCn2nncc2CO[C@H]1CN(C)C(=O)Oc1ccccc1 returned GalR3 antag 7.
`O=c1[nH]c2ccccc2n1C1CCN(C(c2nnnn2C2CCCCC2)C2CC2)CC1` (configuration not stated) gave GalR3 antag -4.
`CCCCn1nnnc1C(CCSC)N1CCC2(CC1)C(=O)NCN2c1ccccc1` (configuration not stated) gave GalR3 antag -7.
Cc1ncc(C(=O)O)n1C(C)c1ccccc1 (configuration not stated) was read as GalR3 antag -3.
Screening CN1C(=O)C(C)(C2=CCCCC2)C(=O)NC1=S (configuration not stated) returned GalR3 antag -2.
C(=NN1CCCCCC1)c1c[nH]c2ccccc12 was read as GalR3 antag -6.
Clc1ccccc1CNCCc1c[nH]c2ccccc12 was read as GalR3 antag -6.
For CCOC(=O)[C@]12Cc3ccccc3[C@H]1N(Cc1ccccc1)C(=O)c1cc(OC)ccc12 the results were GalR3 antag -8.
For COC1=CC23CCCN2CCc2cc4c(cc2C3C1O)OCO4 (configuration not stated) the results were GalR3 antag -6.
`O=C1NCN(c2ccccc2)C12CCN(C(c1cccc3ccccc13)c1nnnn1C1CCCC1)CC2` (configuration not stated) gave GalR3 antag -7.
COc1ccc(OC(=O)N(C)C[C@H]2OCc3cnnn3CCCC(=O)N([C@H](C)CO)C[C@H]2C)cc1 was read as GalR3 antag -6.
Screening CCOC(=O)c1cccc(C2=C(CNC(C)=O)[C@H]3CC[C@@H](C2)N3Cc2ccccc2)c1 returned GalR3 antag 3.
C[C@H](CO)N1C[C@H](C)[C@@H](CN(C)C(=O)Oc2cccc3ccccc23)OCc2cn(nn2)CCCC1=O was read as GalR3 antag -6.
Screening CCOC(=O)[C@]12Cc3cc(C)ccc3[C@H]1N(CCC(=O)OC)C(=O)c1cc(OC)ccc12 returned GalR3 antag -8.
`COC(=O)C12CCc3c(ccc4cc(OC)ccc34)C1=CC(=O)C2` (configuration not stated) gave GalR3 antag -4.
Screening CCOC(=O)c1cc2ccccc2n1C1CCN(Cc2ccccc2)CC1 returned GalR3 antag -6.
`NCCc1ccc(OCc2ccccc2)c(OCc2ccccc2)c1` gave V1aR counter 13, OXTR ag 19 and GalR3 antag -8.
For COC(=O)C1=C(c2ccccc2)C[C@@H]2CC[C@H]1N2C(=O)NC(C)C the results were V1aR counter 0.1, OXTR ag 0.5 and GalR3 antag 0.
`Cc1c(C)c2ccc(OCC(=O)N3CCN(Cc4ccccc4)CC3)cc2oc1=O` gave V1aR counter 1.2, OXTR ag 2.1 and GalR3 antag -8.
`O=C(NCNC(=O)NC1C(=O)NC(=O)N1CO)NC1C(=O)NC(=O)N1CO` (configuration not stated) gave V1aR counter -0.2, OXTR ag -0.2 and GalR3 antag -1.
NCc1cc(=O)[nH]o1 was read as V1aR counter 1.4, OXTR ag 0.2 and GalR3 antag -3.

Molecules from the list above containing a nitro group on carbon:
`CSc1ccccc1NP1(=O)OCC(C)([N+](=O)[O-])CO1` (configuration not stated) gave GalR3 antag -3.
`CN(C)Cc1c[nH]c2ccc([N+](=O)[O-])cc12` gave GalR3 antag -4.
`O=[N+]([O-])c1ccc(C(=Nc2ccccc2)N2CC2)cc1` gave GalR3 antag -4.

Going on with the list.
COC(=O)C1=C(c2ccc(S(C)(=O)=O)cc2)C[C@@H]2CC[C@H]1N2C(=O)NCCO was read as V1aR counter 0.7, OXTR ag -0.6 and GalR3 antag -1.
CC(=O)OC1CC[C@@]2(C)C(=CC(=O)C3C4CCC(OC(C)=O)[C@@]4(C)CCC32)C1 (some centres not stated) was read as V1aR counter -0.3, OXTR ag -0.4 and GalR3 antag -3.
For CC(C)OC(=O)Cc1ccccc1 the results were V1aR counter 0.0, OXTR ag 0.6 and GalR3 antag 2.
`C=C1C(=O)[C@@]23C[C@H]4[C@@H]5[C@@]6(C)CCC[C@@]57[C@@H]2[C@@H](O)[C@@H]1C[C@H]3[C@H]7N4C6` gave V1aR counter -0.6, OXTR ag 0.1 and GalR3 antag -5.
Screening CCCNC(=O)N1[C@H]2CC[C@@H]1C(C(=O)OC)=C(c1ccc(-c3ccccc3)c(F)c1)C2 returned V1aR counter 4.8, OXTR ag 3.9 and GalR3 antag -3.

Grouped by structure: the compounds so far with a cyano group
`N#CC1c2ccccc2-n2nncc2CN1C(=O)CCc1ccccc1` (configuration not stated) gave GalR3 antag -6.
Screening N#CC12CC(=O)N1Cc1cnnn1-c1ccccc12 (configuration not stated) returned GalR3 antag -7.
